KDM5B inh: inhibitors of human KDM5B histone demethylase; actives 2.6% (n = 220,000); Potency, µM (highest dose often 57.7 µM), without a hit: top-dose activity change, negative = inhibition, actives largely listed as inhibitors; KDM5B demethylase, FDH-coupled NADH fluorescence (FDH is formaldehyde dehydrogenase); AID 1347165; active = well fitted inhibition curve with a large enough effect; inconclusive = small, poorly fitted or top-dose-only effect; inactive = no such curve, though single readings can be large or run the other way; note: 0% is about no effect; nearly all actives have a fitted effect of over 70% in size
Target sequence (Q9UGL1 whole entry, looked up): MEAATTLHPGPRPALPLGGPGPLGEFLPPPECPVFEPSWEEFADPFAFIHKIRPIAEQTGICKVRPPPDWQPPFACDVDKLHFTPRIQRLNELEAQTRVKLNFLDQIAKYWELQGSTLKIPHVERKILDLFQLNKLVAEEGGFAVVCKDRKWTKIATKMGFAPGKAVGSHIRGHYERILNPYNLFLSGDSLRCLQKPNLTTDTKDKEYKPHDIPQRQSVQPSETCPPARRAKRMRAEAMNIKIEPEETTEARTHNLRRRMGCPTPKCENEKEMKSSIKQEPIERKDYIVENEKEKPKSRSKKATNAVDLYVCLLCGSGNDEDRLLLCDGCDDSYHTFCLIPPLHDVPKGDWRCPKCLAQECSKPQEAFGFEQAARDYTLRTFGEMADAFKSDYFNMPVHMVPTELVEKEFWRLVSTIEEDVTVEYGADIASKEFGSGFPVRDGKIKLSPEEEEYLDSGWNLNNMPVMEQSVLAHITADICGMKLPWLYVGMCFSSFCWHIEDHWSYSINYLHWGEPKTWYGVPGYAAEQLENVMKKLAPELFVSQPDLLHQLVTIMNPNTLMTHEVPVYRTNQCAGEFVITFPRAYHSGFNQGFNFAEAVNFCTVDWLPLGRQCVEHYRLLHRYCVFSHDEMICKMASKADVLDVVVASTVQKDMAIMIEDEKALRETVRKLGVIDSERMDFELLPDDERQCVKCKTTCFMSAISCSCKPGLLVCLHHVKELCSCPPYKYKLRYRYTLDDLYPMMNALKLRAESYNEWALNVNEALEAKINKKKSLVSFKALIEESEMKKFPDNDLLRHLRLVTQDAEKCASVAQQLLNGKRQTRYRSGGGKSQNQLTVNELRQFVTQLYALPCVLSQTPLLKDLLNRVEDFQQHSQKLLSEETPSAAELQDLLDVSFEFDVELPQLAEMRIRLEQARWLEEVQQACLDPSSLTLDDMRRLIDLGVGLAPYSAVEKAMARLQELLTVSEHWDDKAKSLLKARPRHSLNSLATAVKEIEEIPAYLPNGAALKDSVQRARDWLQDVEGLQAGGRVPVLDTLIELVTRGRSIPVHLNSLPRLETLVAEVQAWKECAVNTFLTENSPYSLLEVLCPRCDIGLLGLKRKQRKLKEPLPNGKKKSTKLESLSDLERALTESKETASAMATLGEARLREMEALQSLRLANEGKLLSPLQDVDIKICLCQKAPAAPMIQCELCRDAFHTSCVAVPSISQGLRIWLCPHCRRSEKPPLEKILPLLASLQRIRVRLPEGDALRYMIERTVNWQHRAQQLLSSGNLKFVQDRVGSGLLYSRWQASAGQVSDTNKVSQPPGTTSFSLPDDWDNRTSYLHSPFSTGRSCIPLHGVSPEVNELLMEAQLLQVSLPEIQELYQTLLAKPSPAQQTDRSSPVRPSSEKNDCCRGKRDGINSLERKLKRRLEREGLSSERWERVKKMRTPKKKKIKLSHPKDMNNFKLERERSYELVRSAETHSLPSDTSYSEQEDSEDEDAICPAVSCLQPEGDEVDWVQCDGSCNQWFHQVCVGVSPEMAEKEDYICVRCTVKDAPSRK
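Inhibition is measured as reduced NADH fluorescence generation from FDH coupling to formaldehyde release. Truncated KDM5BΔAP at 200 nM final acts on H3K4me3 peptide (12.5 µM in substrate mix) in pH 7.5 HEPES buffer with Tween-20, 30 min, room temperature.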
* marks the source's active call; other numbers are inactive results; i = inactive; u = inconclusive; & = joins results of further samples; [ ] = dose if it differs, or a comment. Potency is the fitted concentration of half-maximal effect. An excerpt (hit frequency here may not be typical).

entry	KDM5B inh	smiles
1	-15%	COc1ccc(-c2cc(N3CCCC(NC(=O)c4ccc(OC)cc4OC)C3)n[nH]2)cc1 (stereo unspecified)
2	-16%	Cc1c(Br)c(C(F)(F)F)nn1C(C)C(=O)N1CCN2CCCC2C1 (stereo unspecified)
3	-15%	O=C(NC1CCCN(c2cc(-c3ccc(F)cc3)[nH]n2)C1)c1c[nH]c2ccccc12 (stereo unspecified)
4	-1%	O=C(NCC1CC1)c1coc(COc2ccc3c(c2)C(c2cccc(F)c2)N(C(=O)C2CC2)CC3)n1 (stereo unspecified)
5	-22%	N#Cc1c(NC(=O)CNc2ccccc2C(=O)NCC(F)(F)F)sc2c1CCCCC2
6	4%	Cc1nn(C)c(C)c1CC(=O)Nc1nc(-c2ccc(F)c(F)c2)cs1
7	14%	Cc1cccc(OCC(O)Cn2c(N)nc3c2c(=O)n(C)c(=O)n3C)c1 (stereo unspecified)
8	-15%&-25%	CCc1ccc(NC(=O)CN(c2ccc(Cl)cc2)S(=O)(=O)c2ccsc2C(=O)OC)cc1
9	-26%	CC1=CC(=C(C#N)C#N)CC(C)(C)C1
10	5%	CCN(CC)C1=C(Cl)C(=O)C(Cl)C12OCCO2 (stereo unspecified)

A different layout for part of the listing above:
| entry | SMILES | KDM5B inh |
| --- | --- | --- |
| 6 | Cc1nn(C)c(C)c1CC(=O)Nc1nc(-c2ccc(F)c(F)c2)cs1 | 4% |
| 7 | Cc1cccc(OCC(O)Cn2c(N)nc3c2c(=O)n(C)c(=O)n3C)c1 (stereo unspecified) | 14% |
| 8 | CCc1ccc(NC(=O)CN(c2ccc(Cl)cc2)S(=O)(=O)c2ccsc2C(=O)OC)cc1 | -15%&-25% |
| 9 | CC1=CC(=C(C#N)C#N)CC(C)(C)C1 | -26% |
| 10 | CCN(CC)C1=C(Cl)C(=O)C(Cl)C12OCCO2 (stereo unspecified) | 5% |

Further results follow.
entry	KDM5B inh	smiles
11	7%	N#Cc1ccc(NCc2c(F)cccc2Cl)cc1
12	7%	O=C(c1cccc(S(=O)(=O)NC2CC2)c1)N1CCN(c2ccccc2O)CC1
13	-29%[86.2 µM]	CN(CC[C@H]1CN(C(=O)c2cccs2)CC[C@H]1CC(=O)O)c1ccccc1
14	25µM*	CN(C)C[C@@H]1CN(c2ncccn2)C[C@H]1NC(=O)c1ccc2cc[nH]c2c1
15	-1%	COc1ccc(COC(=O)CCc2c[nH]c3ccccc23)cc1F
16	-27%	Cc1ccc(NC(=O)Cn2c(=O)n(Cc3nc(-c4ccccc4)no3)c(=O)c3cc4c(cc32)OCO4)c(C)c1
17	u	CNc1c(NC(=O)C2CCC(C)CC2)c(=O)oc2ccccc12 (stereo unspecified)
18	-13%[86.2 µM]	COc1ccc(-c2cc(C[C@H]3CNCC[C@H]3CC(=O)NCc3cccnc3)no2)cc1
19	u	COc1ccc(Nc2oc(-c3ccc(Cl)cc3)nc2C#N)cc1
20	-14%[115 µM]	C#CCN(C)CC[C@@H]1CC[C@H](O)[C@@H](C(=O)NC(C)C)O1
21	u	NC(=O)CNC(=O)C1=C[C@@H](NC(=O)Nc2ccccc2Br)[C@@H](O)[C@H](O)C1
22	4%	Cc1cnc(NC(=O)c2cc(F)ccc2F)s1
23	4%	CCC(=O)N1c2ccccc2CC1C(=O)NCc1ccc(CC)cc1 (stereo unspecified)
24	u	Cc1oc(-c2ccc(C(=O)N(C)Cc3ccccc3)cc2)nc1CN1CCc2ccccc21
25	-29%	Cc1ccccc1NC(=O)COc1ccc2oc3c(c2c1)CCCC3
26	u	FC(F)(F)c1ccc(Cl)c(N/N=C/c2ccc(Cl)cc2)c1
27	24%	COc1ccc(-c2noc(-c3cccn3CC(=O)Nc3c(C)cccc3Cl)n2)cc1F
28	4%[115 µM]	O=[S+]([O-])(C1CC1)N1C2CCC1CN(c1ccc(C(F)(F)F)cc1)C2
29	5%	O=C(Cc1ccccc1)N1CC(c2nnc(-c3ccncc3)o2)C2(CCOCC2)C1 (stereo unspecified)
30	12%	CC(C)(C)NC(=O)COc1ncnc2ccc(Br)cc12
31	-29%[115 µM]	c1csc(CN2CC[C@H](c3nc4ccccc4[nH]3)C2)c1
32	u	CCOc1ccc(C(=O)Nc2c(C)nc(Nc3ccccc3)nc2Nc2ccccc2)cc1OCC
33	-12%	COCCN1CCCC2(CCN(C(=O)c3cc(C)[nH]n3)C2)C1=O (stereo unspecified)
34	2%	N#Cc1cccc(C(=O)NC2CCN(c3cc(-c4ccc(F)cc4)[nH]n3)CC2)c1
35	32µM*	NC(=O)c1cccc(-c2cc3c(cn2)CN(Cc2ccccc2)CCN3)c1
36	u	COc1ccc(NC(=O)Nc2c(O)ccc3ccccc23)cc1
37	-16%	O=C1CN(S(=O)(=O)c2cccc(C(=O)O)c2)c2ccccc2N1
38	-17%	CNC(=O)N1CCC(C2CCN(C(=O)c3ccc(Br)cc3)C2)CC1 (stereo unspecified)
39	25%	CSc1ccccc1NC(=O)CC1CC2CCC1C2 (stereo unspecified)
40	-34%	Cc1ccc(S(=O)(=O)NCC(=O)OCc2cc(=O)oc3c(C)c(C)ccc23)cc1C
41	-26%	CCS(=O)(=O)c1cccc(C(=O)Nc2ccc(-c3nc4ccccc4s3)c(O)c2)c1
42	16%	NC(N)=NC(N)=Nc1cccc(Cl)c1
43	4%	CC(C)C[C@H](NC(=O)c1ccc2nc(-n3cccc3)sc2c1)C(=O)NCc1ccncc1
44	11%	Cc1cc(C(=O)OCC(=O)Nc2ccccc2C(C)C)c2ccccc2n1
45	u	CCCCCCOc1ccc(C(=O)CCN(C)C)cc1
46	-62%	Cc1ccccc1CNC(=O)c1nn(-c2ccccc2F)nc1CO
47	-5%	CCOc1ccccc1/C=C(/C#N)C(N)=O
48	u	COCc1ccc(C(=O)NCc2cc(C)cc3c(C)c(C)[nH]c23)o1
49	6%	O=C(CSc1nnc(-c2ccncc2)n1-c1ccc(Br)cc1)Nc1ccc(F)cc1
50	-22%	COc1ccc(C)cc1NC(=O)Cc1ccc(NC(=O)N2CCCCc3ccccc32)cc1
51	u	Cn1nc(-c2ccc(OCC(=O)Nc3cccc(C(F)(F)F)c3)cc2)c2ccccc2c1=O
52	11%[115 µM]	COc1ccc(C(=O)N2CCC3(C2)C(=O)N(c2ccccc2)c2ccccc23)cc1 (stereo unspecified)
53	u	CCOC(=O)c1cc(S(=O)(=O)N2CCN(c3cccc(C)c3C)CC2)[nH]n1
54	4%	Cc1ccc2nc(Cl)c3cc(C(=O)NCCCN4CCC(C)CC4)sc3c2c1
55	i	Cc1ccn2cc(-c3ccc(NC(=O)CCc4ccccc4)cc3)nc2n1
56	-1%	O=C(NCc1ccc(F)cc1)C1COC2(CCCCC2)N1C(=O)c1ccccc1 (stereo unspecified)
57	10%	Cc1ccccc1C(=O)N1CCN(c2cc(-c3ccc(Cl)cc3)[nH]n2)CC1
58	-31%[86.2 µM]	Cc1noc2c(NCc3cnccn3)cc(-c3ccccc3)nc12
59	-27%	O=C(Nc1ccc(Cl)cc1)N1CCn2c(nn(-c3ccc(C(F)(F)F)cc3)c2=O)C1
60	u	Cc1cccn2c(=O)c3cc(C(=O)N4CCC(C)CC4)sc3nc12

More structures.
entry	KDM5B inh	smiles
61	-31%	CCOc1ccc(CCNC(=O)c2cc3c(=O)n(CC)c4ccccc4c3s2)cc1OCC
62	-1%	O=C(C1CCCC1)N1CCC(Oc2cccnc2)C1 (stereo unspecified)
63	8%	COc1cccc(COC(=O)c2ccccc2C(=O)c2ccccc2)c1
64	10%	O=c1oc2ccc(Br)cc2cc1S(=O)(=O)N1CCc2ccccc2C1
65	u	O=C(Nc1ccc(F)cc1Cl)c1cc2n(n1)CC(c1ccc3c(c1)OCO3)OC2 (stereo unspecified)
66	-8%	c1coc(CN[C@H]2CO[C@H]3[C@@H]2OC[C@@H]3n2nnnc2Oc2ccc(-n3ccnc3)cc2)c1
67	-8%	O=C(c1cccs1)N1CCC2(CC1)NC(=O)N(Cc1ccccc1)C2=O
68	-12%	COC(=O)c1ccc(OCC2c3cc(OC)c(OC)cc3CCN2C(=O)C(C)C)cc1 (stereo unspecified)
69	u	COc1cc(NC(=O)Cn2cc(S(=O)(=O)N3CCC(C)CC3)c3ccccc3c2=O)cc(OC)c1OC
70	-1%	COc1ccc(CCC(=O)N(CC#N)C2CC2)cc1
71	-5%	O=C(NC1CCOC2(CCOCC2)C1)c1ccc(-c2cnco2)cc1 (stereo unspecified)
72	9%	CCN1C(=O)CCc2cc(NC(=O)c3ccc(OC(F)(F)F)cc3)ccc21
73	u	CCc1cccc2c(C(CC(=O)N3CCC(C)CC3)c3cccc(C)c3)c[nH]c12 (stereo unspecified)
74	u	Cc1nc2scc(CC(=O)NC3CCCCC3)n2c(=O)c1-c1cc(C)n(-c2ccccc2F)n1
75	28µM*	CCCOCCNC(=O)c1c(C)noc1-c1ccc2c(c1)OCO2
76	29%	COc1ccc(CNC(=O)c2cc(=O)c3cc(C)c(C)cc3o2)cc1
77	-9%	CN1CC(=O)N2CCN(C(=O)Cn3nnc4ccccc4c3=O)CC2C1=O (stereo unspecified)
78	-9%	Nc1ncc([N+](=O)[O-])c(Oc2ccccc2F)n1
79	-5%	CC(C)(C)c1ccc(NC(=O)CCNC(=O)c2ccco2)cc1
80	-12%	CN(C/C=C/c1ccccc1)c1cc(C2CC(O)C2)nc(N)n1 (stereo unspecified)

Entries by screen from the entries so far:
KDM5B inh for entries 72 to 80: 9%, u, u, 28µM*, 29%, -9%, -9%, -5%, -12%

More entries
entry	KDM5B inh	smiles
81	u	COc1ccc(-c2nc3cc(NC(=O)Cc4ccc(Cl)cc4)ccc3o2)cc1OC
82	11%	COC(=O)c1c(C)[nH]c(C(=O)CSc2nncs2)c1C
83	u	Cc1cccc(CS(=O)(=O)Cc2ccc(C(=O)NCCc3ccccc3)o2)c1
84	-4%[149 µM]	O=C(C1CCCC1)N1CC2(CCN(Cc3ccccn3)CC2)Cc2ccccc21
85	-7%	c1ccc(-c2nc3c(c(N4CCNCC4)n2)CCC3)cc1
86	-31%	O=C(C1CCC1)N1CCc2nn(Cc3ccccc3)c(=O)n2CC1
87	u	C=CCn1c(SC(F)F)nc2scc(-c3ccco3)c2c1=O
88	12%	O=C(O)c1ccc(CC2CCN(C(=O)c3cccc(Cn4cccn4)c3)C2)cc1 (stereo unspecified)
89	3%	CCOc1ccc(CN=C2NS(=O)(=O)C(c3ccc(C)c(C)c3)=C2C)cc1
90	u	Cc1cccc(C(=O)Nc2c(C(=O)N3CCN(c4ccc(F)cc4)CC3)oc3ccccc23)c1
91	u	CN(Cc1ccccc1)C1CCN(Cc2ccccc2F)CC1
92	16%	Cc1ccc(C(=O)COC(=O)CCCC(=O)Nc2cc(C(F)(F)F)ccc2Cl)cc1[N+](=O)[O-]
93	-8%	COCCc1noc([C@@H]2CN(C(=O)c3ccc(C)cc3C)C[C@H]2CO)n1
94	-11%	Cc1cccc(-c2c(C(N)=O)c(C)nc3sc4c(c23)CCCC4)c1
95	-7%	O=C(O)c1ccc(Nc2nc(-c3ccccc3)c3cc(Br)ccc3n2)cc1
96	4%	O=C(NCc1ccc2c(c1)OCO2)c1ccc(CN2CCc3ccccc3C2)cc1
97	4%	Cc1ccc(NC(=O)C2CCCN(S(=O)(=O)c3c(C)n[nH]c3C)C2)cc1C (stereo unspecified)
98	u	O=C(c1cc2c(s1)-c1ccccc1OC2)N1CCN(c2ccc(F)cc2)CC1
99	-28%	COc1cccc(CCNC(=O)c2c(C)noc2-c2ccccc2OC)c1
100	-27%	COc1ccc(CCc2nc3nccc(-c4ccsc4)n3n2)cc1

2 entries picked at random from the list so far, as already listed:
entry	KDM5B inh	smiles
96	4%	O=C(NCc1ccc2c(c1)OCO2)c1ccc(CN2CCc3ccccc3C2)cc1
98	u	O=C(c1cc2c(s1)-c1ccccc1OC2)N1CCN(c2ccc(F)cc2)CC1

Next section:
entry	KDM5B inh	smiles
101	u	CCCn1cc(S(=O)(=O)c2cccc(Cl)c2)c(=O)c2cc(F)c(N3CCOCC3)cc21
102	14%	COc1cccc(C(C(=O)NC2CCCCC2)N(C(=O)c2ccco2)c2ccccc2OC)c1 (stereo unspecified)
103	-5%	COC(=O)CNC(=O)N1CCC(Cc2noc(-c3ccncc3)n2)C1 (stereo unspecified)
104	-25%	COC(=O)C1CN(Cc2ccc(OC)cc2)CCS(=O)(=O)N1Cc1ccc(Cl)cc1 (stereo unspecified)
105	-5%	CCn1cc(/C=C(\NC(=O)c2ccc(OC)c(OC)c2)C(=O)N2CCOCC2)c2ccccc21
106	u	Cc1noc(C)c1Cc1ccc(C(=O)N2CCC(C)(c3noc(-c4ccccn4)n3)CC2)o1
107	10%	COc1nc2ccccc2nc1N1CCC(C(=O)Nc2ccc(I)cc2)CC1
108	-6%	C=CCN(CC=C)C(=O)C[n+]1ccc(C(N)=O)cc1
109	0%	CC1=C(C)C(OCCBr)N(c2cc(O)c(Cl)cc2F)C1=O (stereo unspecified)
110	-5%	CCCC(NC(C)C(=O)O)C(=O)OCC (stereo unspecified)
111	9%	Cc1cccc(CC(CC(=O)O)C(=O)O)c1 (stereo unspecified)
112	-13%	Cc1ccc(C(=O)N2CCCC(n3cc(-c4nc(C(C)C)no4)nn3)C2)cc1C (stereo unspecified)
113	-22%	Cc1ccc2c(CN3CCc4ccccc43)cc(=O)oc2c1
114	-13%	COc1cccc(C2NC(=O)c3n[nH]c(-c4cccs4)c32)c1 (stereo unspecified)

With a hit mark in KDM5B inh, of those listed so far:
entry	KDM5B inh	smiles
14	25µM*	CN(C)C[C@@H]1CN(c2ncccn2)C[C@H]1NC(=O)c1ccc2cc[nH]c2c1
35	32µM*	NC(=O)c1cccc(-c2cc3c(cn2)CN(Cc2ccccc2)CCN3)c1
75	28µM*	CCCOCCNC(=O)c1c(C)noc1-c1ccc2c(c1)OCO2

Screening results deposited in PubChem by National Center for Advancing Translational Sciences (NCATS).
